PLAP inhibitors HTS: PLAP enzyme inhibitors, biochemical, luminescence, HTS (AID 690); purified PLAP, luminescent substrate; higher % means a stronger effect; inhibition, % at 20 µM; hits with a dose series show IC50 in µM; 96,000 tested, 0.08% active; in the data active means a potency from the dose series; inactive means the rest, 99 in 100 with inhibition below about 30%; further: strong numbers were not always called active
Bcl-B TR3 displacers: displacers of TR3 peptide from Bcl-B, primary screen, selectivity assay for Bfl-1 inhibitor project, biochemical, fluorescence polarization. displacement, % at 20 µM, or IC50 in µM where a hit was titrated. 96,000 tested, 0.11% active. AID 748. FP displacement of FITC-TR3 peptide from Bcl-B; higher % means a stronger effect;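 active means displacement above 50% at 20 µM plus a fluorescence interference ratio under 1.5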;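 further: plate controls were wells without compound for no effect and wells lacking Bcl-B protein for full effect; a part of the inactive calls stands beside numbers as strong as those of hits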
NFkB transloc inh: blocks IL-1B driven NFkB nuclear translocation in HUVEC cells; HUVEC IL-1B NFkB p65 nuclear translocation imaging; inhibition, % at 2 µM; 94,000 tested, 0.43% active;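 active means inhibition above about 30% together with a positive call from visual inspection of the well image, limit read from the data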;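 further: nuclear over cytoplasmic p65 intensity ratio measured by imaging; 0% = IL-1B stimulated DMSO wells and 100% = unstimulated DMSO wells; values of inactives mirror those of a sister screen read the other way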
MRP resist rev: reverses drug resistance mediated by MRP. H69AR cells + 2 uM doxorubicin, CellTiter-Glo, 72 h. differential viability (reversal), % at 10 µM. 85,000 tested, 0.04% active. AID 602;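 active means viability drop by adding the cancer drug above about 55%, with treated viability meeting a 40% cutoff, limit read from the data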;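 further: viability without doxorubicin minus viability with 2 µM doxorubicin for each compound; larger differential means the compound sensitizes cells more to doxorubicin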
IL1B NFkB pot: enhances IL-1B driven NFkB nuclear translocation. HUVEC IL-1B NFkB p65 nuclear translocation imaging. activation, % at 2 µM. 94,000 tested, 0.3% active;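 active means activation above 40%, about the mean plus 3 SD, also judged a hit on visual image review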;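 further: percent activation is computed from the nuclear over cytoplasmic p65 intensity ratio; values of inactives mirror those of a sister screen read the other way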
MRP resist rev cytotoxicity: further read-out of MRP resist rev, marked with its call; viability, %; H69AR cells, CellTiter-Glo, 72 h; measured here: cytotoxicity without doxorubicin
MRP resist rev with doxorubicin: also measured in MRP resist rev; calls as there; viability, %; measured here: viability with 2 uM doxorubicin; stronger effect = lower value
NFkB transloc inh cell count 2 µM: second read-out of NFkB transloc inh, no call of its own (marks repeat the call); cell count; measured here: cells passing quality filter;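 raw number of nuclei counted in each imaged well without normalization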
IL1B NFkB pot cell count 2 µM: further read-out of IL1B NFkB pot, marked with its call; cell count; measured here: cells passing quality filter
Starred values were filed as active, the others as inactive; . = not tested or not shown.

SMILES	PLAP inhibitors HTS	Bcl-B TR3 displacers	NFkB transloc inh	NFkB transloc inh cell count 2 µM	MRP resist rev	MRP resist rev cytotoxicity	MRP resist rev with doxorubicin	IL1B NFkB pot	IL1B NFkB pot cell count 2 µM
COc1ccc(-c2nc(C#N)c(NCc3ccccc3Cl)o2)cc1	-12%	-1%	-19	133	-10	60	70	19	133
O=C(CSc1nnc(-c2ccco2)o1)NC1CCCCC1	3%	-1%	14	149	2	98	97	-14	149
COCCN1C(=O)c2ccccc2C(C(=O)N2CCN(c3ccccc3)CC2)C1c1ccc(F)cc1 (stereo not given)	-66%	-15%	-1	157	-17	68	85	1	157
CCOc1ccc(N(CC(=O)Nc2ccc(F)c(F)c2)S(=O)(=O)c2c(C)noc2C)cc1	-2%	-3%	.	.	3	72	68	.	.
COc1cc(/C=C/C(=O)N2CCN(CC(O)COc3ccccc3)CC2)cc(OC)c1OC (stereo not given)	-37%	-5%	5	140	.	.	.	-5	140
COC(=O)c1ccc(N2CCCCC2)c(NS(=O)(=O)c2ccc(C)cc2)c1	-68%	7%	-2	177	-5	77	81	2	177
CCOc1ccc(C(=O)N(CN2CCCC2=O)c2ccc(C)cc2)cc1	.	.	-7	123	4	99	95	7	123
CCCn1c(=O)c2ccccc2n2c(SCC(=O)c3cc(C)n(CCOC)c3C)nnc12	-2%	-3%	.	.	13	107	95	.	.
CNC(=O)CSc1nnc(-c2cc3c(C)nn(-c4ccccc4)c3s2)n1C	.	.	-10	164	10	83	73	9	164
O=C(c1ccccc1-c1nc(-c2ccccc2)no1)N1CCOCC1	0%	-10%	2	177	-1	84	84	-2	177
CCOC(=O)Nc1cc(OC)c(OC)cc1Cc1nccc2cc(OC)c(OC)cc12	-55%	7%	-5	127	4	78	74	5	127
COc1ccc(C)cc1-n1nnnc1SCC(=O)N1CCC(C(=O)Nc2nccs2)CC1	-61%	4%	-6	101	-17	45	63	6	101
CCOC(=O)N1CCC(NC(=O)c2cc(S(=O)(=O)N3CCCC3)cn2C)CC1	-34%	-3%	1	80	-13	97	110	-1	80
COc1ccccc1NC(=O)c1sc2nc(Cc3ccccc3)cc(C(F)(F)F)c2c1N	-10%	-62%	-29	131	.	.	.	29	131
CCNS(=O)(=O)c1cc(S(C)(=O)=O)ccc1Cl	12%	-10%	-12	103	15	103	87	12	103
CC(C(=O)c1ccccc1)n1cnc2ccccc2c1=O (stereo not given)	12%	-2%	-7	164	13	96	83	7	164
CS(=O)(=O)Nc1ccc(C(=O)NC2CCCC2)cc1	-6%	-2%	-6	173	-4	89	93	6	173
CCCOc1ccc(-c2cnc(SCC(N)=O)nc2N)cc1	3%	-10%	2	107	-3	80	83	-2	107
CCc1ccc(-c2nn(Cc3ccccc3)cc2/C=C/C(=O)O)cc1	2%	4%	3	135	-15	79	94	-3	135
Nc1cc(N)nc(SCC(=O)Nc2ccccc2)n1	.	.	-14	131	4	91	87	14	131
Cc1nn(Cc2ccc([N+](=O)[O-])cc2)c(=O)n1-c1c(F)cccc1F	-5%	-2%	5	116	.	.	.	-5	116
CCN(CC)CCCOC(=O)C1(c2ccccc2)CCCC1	-85%	2%	13	122	-7	78	85	-13	122
O=C(NC1CC2CCCC(C1)N2C(=O)NC1CCCCC1)c1ccccc1 (stereo not given)	10%	2%	-9	90	19	102	84	9	90
O=C(NCC1CCCO1)c1ccc2c(c1)OCO2 (stereo not given)	7%	3%	0	102	-8	93	101	0	102
Cc1ccc(-c2nc3ncccc3o2)cc1NC(=O)Cc1ccc(Cl)cc1	.	.	-4	136	7	68	60	4	136
COc1ccc(CCNC(=O)CSc2nnnn2Cc2ccc3c(c2)OCO3)cc1OC	17%	9%	6	184	9	99	90	-6	184
CCOc1ccc(C(=O)/C=C/c2cn(CN3CCN(C)CC3)c3ccccc23)cc1	-16%	-2%	-3	192	-20	84	104	3	192
CCOc1cc(NC(=O)c2ccccn2)c(OCC)cc1NC(=O)CC(C)C	-19%	-10%	.	.	-16	71	86	.	.
COC(=O)c1ccc(NC(=O)CSC2=Nc3ccccc3C3CC=NN23)cc1 (stereo not given)	-56%	-14%	3	137	.	.	.	-3	137
CCc1nnc(NC(=O)CSc2nnc(-c3ccccc3NC(=O)c3ccccc3)o2)s1	-50%	1%	6	192	9	30	21	-6	192
CNCCCC1Sc2ccccc2Oc2ccccc21 (stereo not given)	.	.	-16	143	-8	59	67	16	143
CCOc1ccc(-c2nc(C)c(C(C)=O)n2O)cc1	-49%	1%	3	159	10	86	76	-3	159
O=C(CCc1ccccc1)OCCN1CCOCC1	6%	6%	-4	120	11	92	82	4	120
CCOC(=O)c1ccc(COC(=O)c2nonc2N)cc1	-3%	6%	10	113	0	101	101	-10	113
COc1ccc(N2C(=O)CC(Sc3nc(C)cc(C)c3C#N)C2=O)cc1 (stereo not given)	.	.	4	99	19	79	60	-4	99
O=C(O)C1CCCCC1C(=O)Nc1nc(-c2cccs2)cs1 (stereo not given)	4%	-6%	23	46	11	103	92	-23	46
COc1ccccc1-c1cc(C(=O)N/N=C/c2cccs2)c2ccccc2n1	-75%	-25%	-3	126	.	.	.	3	126
CCCCn1c2nc3ccccc3nc2c2c(=O)n(C(C)CC)cnc21 (stereo not given)	-9%	-10%	-10	175	11	57	46	10	175
Cc1ccc(CC2S/C(=N/c3ccccn3)NC2=O)cc1 (stereo not given)	-87%	0%	4	166	.	.	.	-4	166
O=C(Cn1cnc2ccccc2c1=O)NCc1ccco1	7%	-3%	-19	137	-10	86	96	19	137
COc1ccc(NC(=O)N2CCCC2C(=O)Nc2ccccc2)cc1 (stereo not given)	1%	2%	-3	137	3	86	83	3	137
CCc1ccc(-c2nc(CN3CCC(C(=O)N4CCN(c5ccccn5)CC4)CC3)c(C)o2)cc1	-72%	-19%	-8	79	-31	39	70	8	79
N/C(=N\OS(=O)(=O)c1ccc2ccccc2c1)c1ccncc1	26%	0%	-3	151	13	99	86	3	151
CC(=O)Nc1ccc(S(=O)(=O)NC(CC(=O)NCCCN2CCOCC2)C(C)C)cc1 (stereo not given)	8%	-6%	-3	113	.	.	.	3	113
O=C1NC(c2ccccc2)(C(F)(F)F)SC2=NCCCN12 (stereo not given)	13%	-8%	-12	124	-11	90	101	12	124
N#CC1=C(SCC(=O)Nc2ccccc2)NC(=O)CC1c1ccco1 (stereo not given)	.	.	-10	113	11	90	79	10	113
CC(C)NCCOc1cccc(Br)c1	9%	24%	0	106	2	91	89	0	106
Cc1cc(/C=C(\C#N)C(=O)NCC2CCCO2)c(C)n1-c1ccc(Cl)cc1 (stereo not given)	10%	-8%	4	119	.	.	.	-4	119
C/C(N)=C(/C#N)C(=O)COC(=O)COc1ccc(Cl)cc1C	-17%	-3%	-19	158	.	.	.	19	158
O=C(CCn1c(=S)[nH]c2cc3c(cc2c1=O)OCO3)N1CCc2ccccc2C1	-59%	-3%	0	165	15	97	82	0	165
O=C(NC(NC1CCS(=O)(=O)C1)C(Cl)(Cl)Cl)c1cccc(Cl)c1 (stereo not given)	-5%	1%	-5	170	.	.	.	5	170
COC(=O)Cc1c[nH]c2cccc(OCC(O)CN(Cc3ccc([N+](=O)[O-])cc3)C(C)(C)C)c12 (stereo not given)	-35%	-9%	-3	164	-5	40	45	3	164
CC(=NCc1ccco1)c1c(C)[nH]n(-c2nc3ccccc3s2)c1=O	7%	-16%	-13	132	1	83	82	13	132
CCOc1ccccc1NC(=O)CCSc1nc2n[nH]c(C)c2c(=N)n1-c1ccccc1Cl	-79%	-2%	.	.	0	7	6	.	.
O=C(O)CSc1nnc(SCc2cccc3ccccc23)s1	-71%	0%	-4	164	9	96	88	4	164
CCc1cccc(NC(=O)COc2ccccc2)c1	16%	-2%	-9	179	28	108	80	9	179
C/C(=N/OCC(=O)Nc1ccccc1)c1cccs1	17%	-6%	-9	179	.	.	.	9	179
CCCCN(CCCNC(=O)C1CCN(S(=O)(=O)CC)CC1)c1ccccc1	.	.	-7	141	9	93	84	7	141
CC1(C)CC(n2c(=S)[nH]c3ccccc3c2=O)CCO1 (stereo not given)	4%	-5%	.	.	-7	88	94	.	.
CSc1ccc(S(=O)(=O)NCCOc2ccccc2C)cc1	14%	5%	15	84	17	84	67	-15	84

Entries of single compounds from above.
Shown for `CCCCN(CCCNC(=O)C1CCN(S(=O)(=O)CC)CC1)c1ccccc1` = PLAP inhibitors HTS = .; Bcl-B TR3 displacers = .; NFkB transloc inh = -7; NFkB transloc inh cell count 2 µM = 141; MRP resist rev = 9; MRP resist rev cytotoxicity = 93; MRP resist rev with doxorubicin = 84; IL1B NFkB pot = 7; IL1B NFkB pot cell count 2 µM = 141
Shown for `CC(=O)Nc1ccc(S(=O)(=O)NC(CC(=O)NCCCN2CCOCC2)C(C)C)cc1` (stereo not given) = PLAP inhibitors HTS = 8%; Bcl-B TR3 displacers = -6%; NFkB transloc inh = -3; NFkB transloc inh cell count 2 µM = 113; MRP resist rev = .; MRP resist rev cytotoxicity = .; MRP resist rev with doxorubicin = .; IL1B NFkB pot = 3; IL1B NFkB pot cell count 2 µM = 113
Shown for `CCc1ccc(-c2nc(CN3CCC(C(=O)N4CCN(c5ccccn5)CC4)CC3)c(C)o2)cc1` = PLAP inhibitors HTS = -72%; Bcl-B TR3 displacers = -19%; NFkB transloc inh = -8; NFkB transloc inh cell count 2 µM = 79; MRP resist rev = -31; MRP resist rev cytotoxicity = 39; MRP resist rev with doxorubicin = 70; IL1B NFkB pot = 8; IL1B NFkB pot cell count 2 µM = 79

The results go on.
SMILES	PLAP inhibitors HTS	Bcl-B TR3 displacers	NFkB transloc inh	NFkB transloc inh cell count 2 µM	MRP resist rev	MRP resist rev cytotoxicity	MRP resist rev with doxorubicin	IL1B NFkB pot	IL1B NFkB pot cell count 2 µM
O/N=C/c1cc(Br)ccc1OCc1ccc(F)cc1	.	.	2	157	.	.	.	-2	157
C/C(=C\C(=O)c1ccc(C)cc1)NCc1ccc(F)cc1	.	.	2	140	.	.	.	-2	140
CCn1ccnc1C(O)c1ccccc1OC (stereo not given)	.	.	2	102	3	106	103	-2	102
Cc1ccccc1NC(=S)NC(=O)c1cc(-c2ccccc2)nc2ccccc12	-1%	6%	-5	195	.	.	.	5	195
Clc1cccc(Cl)c1COc1ccccn1	5%	2%	-1	89	11	107	96	1	89
O=c1cc(Cl)c(-c2ccccc2)n[nH]1	11%	4%	-10	145	-3	78	81	10	145
CCCn1nnnc1SCC(=O)Nc1nnc(CC)s1	-21%	4%	6	134	12	94	82	-6	134
Cc1ccc(-c2nnn(CC(=O)N(c3ccc(F)cc3)C(C(=O)NC(C)(C)C)c3ccco3)n2)o1 (stereo not given)	.	.	20	93	-14	32	46	-20	93
O=C(Cc1ccccc1)NCCCN1CCN(CCCNC(=O)Cc2ccccc2)CC1	-20%	-5%	-24	138	-9	92	102	24	138
O=C(CCn1c(=O)c2ccccc2n(Cc2ccccc2)c1=O)NCc1ccc2c(c1)OCO2	-3%	8%	.	.	6	90	83	.	.
Cc1noc(C)c1COc1cccc(C(=O)NCc2cccc(Cl)c2)c1	-8%	-16%	-3	159	19	102	83	3	159
CC(C)CN1C(=O)c2ccc(C(=O)Nc3nccs3)cc2C1=O	-4%	-2%	8	195	8	95	87	-8	195
COc1cc(C=O)ccc1OCCOCCOc1c(C)cc(Cl)cc1Cl	.	-83%	4	201	.	.	.	-4	201
COc1ccc(N2CCN(C(=O)C(Cc3ccccc3)n3cccc3)CC2)cc1 (stereo not given)	-44%	4%	-9	187	4	90	86	9	187
COc1ccc(-c2nnc(SCC(=O)N3CCC(Cc4ccccc4)CC3)o2)cc1OC	-59%	1%	7	200	-8	58	66	-7	200
Cc1nc(NC(=O)c2cc3c(C)nn(-c4ccccc4)c3s2)sc1C(=O)Nc1ccccc1	-127%	-30%	2	105	.	.	.	-2	105
CN(Cc1ccccc1)C(=O)c1cccc(N2C(=O)NC3CC2(C)Oc2ccccc23)c1 (stereo not given)	-35%	-11%	.	.	3	88	85	.	.
Cc1ccc(C)c(N2CCN(C(=O)CN3C(=O)c4ccccc4C3=O)CC2)c1	0%	-13%	5	187	-4	103	106	-5	187
COc1ccc2nc(NC(=O)CSc3nnc(C)s3)sc2c1	9%	2%	0	152	.	.	.	0	152

The list is partial; rates above refer to the full screens.
